Compound activity as filed in PubChem.
14-3-3g Raf = modulators of human 14-3-3 gamma - Raf peptide interaction; AID 422; FP, 14-3-3gamma / TMR-pS259-Raf peptide binding; 0.19% of 160,000 active; inhibition, % at 40 µM; in the data active = inhibition above about 30%;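 also: 0% = protein plus tracer without compound and 100% = blank with tracer alone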
Target sequence (P61981 whole entry, looked up): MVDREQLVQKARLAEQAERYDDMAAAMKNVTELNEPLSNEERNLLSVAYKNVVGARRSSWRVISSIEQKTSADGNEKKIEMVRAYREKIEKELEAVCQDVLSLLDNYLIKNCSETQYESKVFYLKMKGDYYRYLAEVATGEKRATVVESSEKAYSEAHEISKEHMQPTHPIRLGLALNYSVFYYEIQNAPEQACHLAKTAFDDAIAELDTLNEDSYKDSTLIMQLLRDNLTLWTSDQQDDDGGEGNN
* hit, by the source's call; & = joins results of further samples. Some of the compounds tested. The share of hits here may be higher or lower than overall.

SMILES	14-3-3g Raf
O=C(Cc1c(F)c(F)c(F)c(F)c1F)OC12CC3CC(C1)C(=O)C(C3)C2	3
Cc1cc(C)nc(SCC(=O)N2c3ccccc3Sc3ccc(Cl)cc32)n1	-11
Cc1ccccc1Cn1cc(SCC(=O)N2CCCCCC2)c2ccccc21	-3
Cc1ccc([N+](=O)[O-])cc1S(=O)(=O)n1nnc2ccccc21	7
COc1cccc(Oc2c(C)oc3c(CN4CCOCC4)c(O)ccc3c2=O)c1	-6
CCCCc1ccc(NCc2nc(-c3ccc(C)cc3)no2)cc1	-1
COc1ccc(C(=O)NCc2n[nH]c(=S)n2-c2ccccc2)c(OC)c1	-1
COc1ccc(S(=O)(=O)c2c(N)n(Cc3ccco3)c3nc4ccccc4nc23)cc1	-95
CCC(=O)N1CCc2cc(S(=O)(=O)CCC(=O)NC3CCCCC3C)ccc21 (stereo unspecified)	-6
CC(=O)Nc1cccc(NS(=O)(=O)c2ccccc2[N+](=O)[O-])c1	-6
COc1ccc(Cl)cc1NC(=O)c1c(NCc2sccc2C)sc2c1CCCC2	-63
CCN1CCN(c2ncc(C(=O)Nc3c(F)cc(F)cc3Br)c3ccccc23)CC1	-1
CCN(CCCNC(=O)COc1cc(=O)n(C)c2ccccc12)c1ccccc1	-1
Cc1ccc(Cl)cc1Nc1nnc(-c2cc3c(CO)cnc(C)c3oc2=O)s1	-7
CCSC(=N)N	-10
CC(C)Cn1c(-c2cccs2)nc2nc3ccccc3nc21	-7
CCOC(=O)c1cnc2ccc(OCC)cc2c1Nc1cc(Cl)c(OC)cc1OC	-2
CCc1ccc(N=c2oc3c(C)ncc(COC(C)=O)c3cc2C(=O)Nc2cccc(C(F)(F)F)c2)cc1	0
CCN(CC)CCCN(Cc1cc2cc(OC)ccc2[nH]c1=O)C(=O)Nc1ccccc1	-2
O=C(CSc1ncc(-c2ccc(F)cc2)[nH]1)N1CCCCC1	-5
O=S(=O)(Cc1cccc(C(F)(F)F)c1)c1nc2ncccc2[nH]1	-11
COc1ccc(Cn2c(=O)[nH]c3cc(C(=O)N4CCC(C(N)=O)(N5CCCCC5)CC4)ccc3c2=O)cc1	-2
O=C(Nc1ccc(N2CCOCC2)c(NC(=O)C2CCCCC2)c1)C1CCCCC1	-13
CC1=CC(C)(C)N(C(=O)CSc2nc3ccccc3[nH]2)c2cc(C)c(C)cc21	-9
Cc1ccc(C2C3=C(CC(c4ccccc4)CC3=O)NC3=C2C(=O)c2ccccc23)cc1 (stereo unspecified)	-54
Cc1ccc2c(COC(=O)c3n[nH]c4ccccc34)cc(=O)oc2c1	-2
Cc1ccc(-c2nc3ccc(Cl)cn3c2Nc2ccccc2)o1	-10
Cc1c(C)c2cc3c(C)coc3c(C)c2oc1=O	4
O=C(NCc1ccc(Cl)cc1)c1ccc(CS(=O)(=O)c2ccc(Cl)cc2)o1	2
COCCNC(=O)c1cc(Br)ccc1Cl	1
COc1ccc(OC)c(C(=O)COC(=O)c2cc(C)oc2C)c1	-2
Cc1cc(C)n(-c2ncnc3c2oc2ccccc23)n1	-9
CC(C)(C)NCC(=O)c1c[nH]c2ccccc12	1&-10
CC1CCN(S(=O)(=O)c2ccc(C(=O)Nc3cccc(-c4nc5ccccc5[nH]4)c3)cc2)CC1	-19
Cc1ccccc1Nc1nc(-c2ccc(C)c([N+](=O)[O-])c2)cs1	-6
C=C(C)C1Cc2nc(N)nc(C)c2C1 (stereo unspecified)	5&-1
Cc1occc1-c1nnc(SCc2nc3ccccc3c(=O)n2CC#N)n1C	-20
CCOC(=O)c1nn(-c2cccc(C)c2)cc1C(=O)c1ccc(Cl)cc1	2
COC(=O)c1sc2ccccc2c1NC(=O)c1cccc(C(F)(F)F)c1	3
COc1ccc(OCC(=O)Nc2cccc(OC)c2)cc1	-7

By substructure: those above containing a nitro group on carbon.
SMILES	14-3-3g Raf
Cc1ccc([N+](=O)[O-])cc1S(=O)(=O)n1nnc2ccccc21	7
CC(=O)Nc1cccc(NS(=O)(=O)c2ccccc2[N+](=O)[O-])c1	-6
Cc1ccccc1Nc1nc(-c2ccc(C)c([N+](=O)[O-])c2)cs1	-6

Continued.
SMILES	14-3-3g Raf
COc1cc(C2NC(=O)NC(C)=C2C(=O)OC2CCCC(C)C2)ccc1O (stereo unspecified)	-1&8
Cc1ccc(NC(=O)C(=O)NCc2ccccc2)cc1C	-5
Cc1cc(OC(C)C(=O)N2CCN(Cc3ccc4c(c3)OCO4)CC2)ccc1Cl (stereo unspecified)	-7
CCc1cc2c(=O)n(Cc3ccco3)c(SCc3c(C)noc3C)nc2s1	-19
CC(C)OC(=O)c1cccc(C(=O)Oc2ccccc2)n1	-7
NC(=O)C1(N2CCCCC2)CCN(CC(=O)Nc2ccccc2-c2ccccc2)CC1	-10
Cc1cc(Br)cc(C)c1NC(=O)c1sc2ncn(C)c(=O)c2c1C	-4
O=C(CSc1ccc(C(F)(F)F)cc1[N+](=O)[O-])NCCOc1ccc(Cl)cc1	-2
Cc1ccc(S(=O)(=O)NC(=O)c2ccc(Cl)cc2)cc1	-12
CCC1(c2ccccc2)NC(=S)N(c2ccc(C)cc2)N1 (stereo unspecified)	-3
CCCCCCCOC(=O)C1=C(C)Nc2nc3ccccc3n2C1c1cccnc1 (stereo unspecified)	0
COc1ccc(NC(=O)CCn2c(=S)oc3ccccc32)c([N+](=O)[O-])c1	-5
COc1ccc(C2C=C(c3ccc(Cl)cc3)Nc3nnnn32)c(OC)c1 (stereo unspecified)	-1
S=c1ccc(-c2ccc(Cl)cc2)nn1-c1ccccc1	4
CC(C(=O)N1CCCCC1)(C(F)(F)F)C(F)(F)F	1
Cc1ccc(CN2CCNC(=O)C2CC(=O)O)cc1 (stereo unspecified)	6
CCOC(=O)c1[nH]c(C)c(C(=O)c2ccc(C)cc2)c1C	-8
Cn1cc(/C(Cc2ccccc2)=N\O)c2ccccc21	1
CN(CCCNC(=O)C1CCCN(S(=O)(=O)c2cnc[nH]2)C1)c1ccccc1 (stereo unspecified)	5
Cc1cccc(OCC(=O)N2CCC(N3CCCCCC3)CC2)c1	9

Gathered by group: the compounds so far with fluorine.
SMILES	14-3-3g Raf
O=C(Cc1c(F)c(F)c(F)c(F)c1F)OC12CC3CC(C1)C(=O)C(C3)C2	3
CCN1CCN(c2ncc(C(=O)Nc3c(F)cc(F)cc3Br)c3ccccc23)CC1	-1
CCc1ccc(N=c2oc3c(C)ncc(COC(C)=O)c3cc2C(=O)Nc2cccc(C(F)(F)F)c2)cc1	0
O=C(CSc1ncc(-c2ccc(F)cc2)[nH]1)N1CCCCC1	-5
O=S(=O)(Cc1cccc(C(F)(F)F)c1)c1nc2ncccc2[nH]1	-11
COC(=O)c1sc2ccccc2c1NC(=O)c1cccc(C(F)(F)F)c1	3
O=C(CSc1ccc(C(F)(F)F)cc1[N+](=O)[O-])NCCOc1ccc(Cl)cc1	-2
CC(C(=O)N1CCCCC1)(C(F)(F)F)C(F)(F)F	1

(further entries)
SMILES	14-3-3g Raf
COc1ccc2c(c1)c1ncnc(N3CCN(Cc4ccc5c(c4)OCO5)CC3)c1n2C	-6
COc1ccc(S(=O)(=O)c2cc(NS(=O)(=O)c3ccc(Cl)cc3)c(C)cc2O)cc1	0
O=C(O)c1ccc(C(=O)O)c([N+](=O)[O-])c1	-6
C=CCSc1nnc(Cc2c[nH]c3ccccc23)o1	-6
Oc1ccc(C=Nc2c(-c3ccco3)nc3ccc(Cl)cn23)cc1	-11
COc1ccc(Cn2c(C(C)C)nc3ccccc32)cc1OC	1
COc1ccc(CN(Cc2cc3cc4c(cc3[nH]c2=O)OCO4)C(=O)NC2CCCCC2)cc1	-3
CCN(CC)c1ccc(C=Nc2ccc([N+](=O)[O-])cc2C)cc1	-153
CCOC(=O)N1CCC(NC(=O)Cn2cc3c(n2)CCCC3)CC1	5
CCOc1cc([N+](=O)[O-])cc(C=Nc2cc(C(C)(C)C)cc(Cl)c2O)c1O	-7
O=C(CSc1nc2c(sc(=S)n2Cc2ccco2)c(=O)n1-c1ccccc1)NC1CCCC1	-1
Cc1cccc(OCCNc2cc(Cl)ccc2[N+](=O)[O-])c1	0
CCOC(=O)c1c(C)n(C)c2ccc(O)c(CN3CCC(C)CC3)c12	-9
COc1ccc2c(C)cc(SCC#N)nc2c1	-24
Cc1ccccc1OCC(=O)Nc1ccc(Br)cc1	-6
CCOc1ccc(-n2c(=O)[nH]cc(C(=O)N3CCc4ccccc43)c2=O)cc1	-8
Cn1nnnc1Sc1nc(-c2cccnc2)nc2ccccc12	-3
O=C1CN(C(=O)C2CC2)C(c2ccc(F)cc2)c2cc(Cl)ccc2N1 (stereo unspecified)	-8
Cc1ccc(N=Cc2cc([N+](=O)[O-])ccc2O)c(Br)c1	-2
O=C1C(Cl)=C(NCC2CCCO2)C(=O)N1C1CCCCC1 (stereo unspecified)	2
N#CC1(c2ccccc2)CCc2c(sc3ncnc(N4CCCCC4)c23)C1 (stereo unspecified)	-8
COc1cccc(-c2cc(C(F)(F)F)nc(-n3nnc4ccccc43)n2)c1	-12
Cc1cc(C)cc(Oc2coc3cc(OCc4cccc(Cl)c4)ccc3c2=O)c1	-14
COc1ccccc1CNC(=O)c1sc2ncnc(N3CCN(c4ccccc4OC)CC3)c2c1C	-9
CS(=O)(=O)N(Cc1ccccc1Cl)c1ccc(C(=O)NCc2ccccn2)cc1	1
CCn1nc(C)c(NC(=O)CCCSc2nc(-c3ccco3)cc(C(F)(F)F)n2)c1C	-5
CC1Cc2ccccc2N1C(=O)C1CCN(S(=O)(=O)c2cccs2)CC1 (stereo unspecified)	1
O=c1cc(CN2CCOCC2)c2c(ccc3ccccc32)o1	-3
Cc1ccc2c(c1)N(CC(=O)NCc1ccc3c(c1)OCO3)C(=O)CO2	-3
Cc1cccc(NC(=O)CN(c2cc(C(F)(F)F)ccc2Cl)S(C)(=O)=O)c1	11
COc1ccc(C(c2nnnn2Cc2ccccc2)N2CCN(C(=O)c3ccco3)CC2)cc1OC (stereo unspecified)	-7
O=S(=O)(Cc1ccccc1)N1CCN(Cc2ccc3c(c2)OCO3)CC1	-12
NC(=O)CSc1nc(N)c2c3c(sc2n1)CCCCC3	-4
COC(=O)C1=NNC2C(=O)N(c3ccccc3Br)C(=O)C12 (stereo unspecified)	-7
COCCN(C(=O)c1csnn1)C(C(=O)NC1CCCCC1)c1sccc1C (stereo unspecified)	-5
S=c1nc(NC2CCCCCC2)c2ccccc2[nH]1	-7
O=C(Nc1ccc([N+](=O)[O-])cc1Br)c1cccc(C(=O)Nc2ccc([N+](=O)[O-])cc2Br)n1	-6
CCN(CC)C(=O)c1cc2c(n(-c3ccc(C)cc3)c1=O)CCCC2=O	2
COCCN1C(=O)C(=O)/C(=C(/O)c2ccccc2)C1c1cc(OC)ccc1OC (stereo unspecified)	2
CCOC(=O)C1CCCN(C(=O)CCNS(=O)(=O)c2ccc3c(c2)CCC(=O)N3)C1 (stereo unspecified)	-6
O=C(Cc1ccccc1)Nc1cccc(NC(=O)c2ccccc2Cl)c1	-11
Cc1csc(NC(=O)Cc2nn(C)c(=O)c3ccccc23)n1	-3&1
Cc1cccc(NS(=O)(=O)c2cccc(C(=O)Nc3cccc([N+](=O)[O-])c3)c2)c1	3
O=c1c2ccccc2ncn1-c1ccc(Cl)c(C(F)(F)F)c1	-8
COC(=O)c1sc2ccccc2c1NC(=O)COc1ccc(Cl)cc1	3
CCOC(=O)COn1c(=O)c[n+]([O-])c2ccccc21	-5
CC(=O)Nc1ccc2oc(-c3ccc(Br)c(C)c3)nc2c1	-50
CCCCN(Cc1ccccc1)C(=O)c1[nH]c(C)c(C(C)=O)c1C	-18
CNc1nnc(Cl)c2ccccc12	-6
COC(=O)CSc1sc(=O)sc1SCC#N	-19
CN(C)c1ccc(NC(=O)CN2CCN(c3ccccn3)CC2)cc1	-16
CCc1c(-c2ccccc2)nc2ccccc2c1C(=O)NC(C)CC (stereo unspecified)	2
Cn1c(NCc2cc(Br)ccc2O)nc2ccccc21	3
Cc1ccsc1C(=O)OCC(=O)NCc1ccc2c(c1)OCO2	4
Cc1ccc(C(=O)Nc2ccc(O)c(-c3nc4ccccc4s3)c2)cc1[N+](=O)[O-]	-6
COc1cc(C(=O)Nc2ccc3oc(-c4ccc(C)cc4)nc3c2)cc(OC)c1OC	-1
Cc1c(C(=O)NCC2CCCO2)oc2ccc(S(=O)(=O)N3CCCC3)cc12 (stereo unspecified)	-7
COc1ccc2cc(C3CC(c4ccc(Br)cc4)=NN3S(C)(=O)=O)c(Cl)nc2c1 (stereo unspecified)	-245
Cc1ccc(-c2csc(Nc3ccccc3)n2)c(C)c1	-4
COc1ccc(OC)c(CN2C(=O)c3ccccc3C2C(=O)NCC2CCCO2)c1 (stereo unspecified)	-8

(next part)
SMILES	14-3-3g Raf
COc1ccc(-c2csc(Nc3cccc4ccccc34)n2)cc1F	-3
CCN(CC)C(=O)C12CC3CC(CC(Cl)(C3)C1)C2	-9
C=CCSc1nc2c(c(=O)[nH]c(=O)n2C)n1C/C=C(/C)Cl	-3
CCC1(C)Cc2nc3[nH]c(=S)n(-c4ccccc4C)c(=O)c3cc2CO1 (stereo unspecified)	6
CCOC(=O)N1CCN(S(=O)(=O)c2ccc(C)c(C)c2C)CC1	2
O=C(Nc1nc(-c2ccccc2)cs1)c1sc2cc([N+](=O)[O-])ccc2c1Cl	5
CCNc1nnc(-c2ccccc2OC)s1	2&-1
O=C(O)CC(NC(=O)COc1ccc(Cl)cc1Cl)C(=O)O (stereo unspecified)	2
CCCCOc1ccc2c(=O)c(Oc3cccc(C)c3)coc2c1	-1
CCn1cnc2c1c(=O)n(Cc1nnc3n1-c1ccccc1SC3)c(=O)n2Cc1ccccc1	-5
CCOC(=O)C(C#N)C1(c2ccc(OC)cc2)CCOC(C)(C)C1 (stereo unspecified)	-9
CN(C(=O)Cc1c(C(=O)O)n(C)c2ccccc12)c1ccc(Br)cc1	-1
CCn1c(-c2nonc2NC(=O)c2ccccc2Cl)nc2ccccc21	1
COc1cc(OC)c(NC(=O)CNC(=O)Cn2ccc3ccccc3c2=O)cc1Cl	0
Cc1cccc(C)c1NC(=O)C[N+](C)(C)C	-4
N#Cc1nc(COc2ccccc2Cl)oc1N1CCN(Cc2ccccc2)CC1	0
